Bioassay records deposited in PubChem BioAssay by several laboratories.
NCOA3 inh: inhibitors of human steroid receptor coactivator 3 (SRC3). actives 0.17% (n = 360,000). HEK293 GAL4-SRC3 luciferase reporter, luminescence. inhibition, % at 3.6 µM. Q9Y6Q9. AID 588352;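 active = inhibition above a per-campaign cutoff, the mean of all compounds plus 3 SD, cut at about 60% in these data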;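 also: 0% = DMSO-treated cells and 100% = gossypol-treated cells at 36 µM; higher means less SRC3-driven luciferase light from the GAL4 reporter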
SRC1 inh: inhibitors of human steroid receptor coactivator 1 (SRC1); AID 588354; inhibition, % at 3.6 µM; actives 0.12% (n = 360,000); HEK293 GAL4-SRC1 luciferase reporter, luminescence;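 active = inhibition above the campaign mean plus 3 SD, with each screening campaign given its own cutoff, cut at about 60% in these data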;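 also: 0% = DMSO treated cells and 100% = gossypol at 36 µM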
ABHD5-PLIN5 inh: blocks binding of human ABHD5 to perilipin-5; Q00G26+Q8WTS1; Split G. princeps luciferase complementation, luminescence, 4 h; inhibition, % at 4 µM; actives 0.78% (n = 360,000);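 active = inhibition above the mean inhibition across every tested compound plus 3 SD, cut at about 22% in these data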;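 also: 0% = DMSO only wells and the 100% control is not disclosed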
Target sequence (Q00G26 whole entry, looked up): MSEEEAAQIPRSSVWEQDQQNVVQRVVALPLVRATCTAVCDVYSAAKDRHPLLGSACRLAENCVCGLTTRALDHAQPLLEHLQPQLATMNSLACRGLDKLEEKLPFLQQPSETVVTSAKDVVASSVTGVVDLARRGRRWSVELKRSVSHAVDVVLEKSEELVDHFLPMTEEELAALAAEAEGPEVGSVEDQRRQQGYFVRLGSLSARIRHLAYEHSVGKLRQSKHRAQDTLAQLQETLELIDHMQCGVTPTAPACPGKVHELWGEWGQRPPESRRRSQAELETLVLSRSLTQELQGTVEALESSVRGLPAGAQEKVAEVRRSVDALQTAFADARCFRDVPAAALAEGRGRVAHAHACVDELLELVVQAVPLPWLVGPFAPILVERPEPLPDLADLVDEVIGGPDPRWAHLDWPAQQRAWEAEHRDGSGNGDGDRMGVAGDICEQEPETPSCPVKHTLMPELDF
Target sequence (Q8WTS1 whole entry, looked up): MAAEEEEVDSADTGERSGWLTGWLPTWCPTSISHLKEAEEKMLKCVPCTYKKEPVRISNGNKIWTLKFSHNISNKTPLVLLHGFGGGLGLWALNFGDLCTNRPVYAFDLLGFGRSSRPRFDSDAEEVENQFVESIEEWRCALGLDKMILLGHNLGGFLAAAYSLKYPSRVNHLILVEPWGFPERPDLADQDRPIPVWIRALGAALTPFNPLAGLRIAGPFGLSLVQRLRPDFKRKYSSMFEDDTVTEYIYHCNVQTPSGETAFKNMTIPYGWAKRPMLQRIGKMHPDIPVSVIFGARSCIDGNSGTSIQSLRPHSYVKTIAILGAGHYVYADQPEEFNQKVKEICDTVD
NOD2-RIPK2 inh: NOD2-RIPK2 protein interaction inhibition; CHO BLA complementation NOD2-RIPK2, CCF4 ratio; inhibition, % at 4.98 µM; actives 0.38% (n = 360,000); AID 624267; in the data active = inhibition above about 21%;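 also: 0% = vehicle only and 100% = reference blocker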
MC4R ag barr: activates human MC4R beta-arrestin recruitment | P32245 | U2OS MC4R beta-arrestin complementation, luminescence; percent of melanotan II response, DMSO zero | activation, % at 8.9 µM | actives 0.98% (n = 360,000);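 active = activation above a per-plate cutoff, the mean activation of sample wells on that plate plus 3 SD, cut at about 8% in these data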
NCOA2 inhibitor: inhibits human steroid receptor coactivator 2 | inhibition, % at 9 µM | HEK293 GAL4-SRC2 luciferase reporter, luminescence | actives 0.17% (n = 370,000) | Q15596;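 active = inhibition above the mean inhibition of all tested compounds plus 3 SD, set per campaign, cut at about 52% in these data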;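 also: 0% = DMSO treated cells and 100% = cells given Gossypol at 36 µM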
TLR9-MyD88 block: TLR9-MyD88 interaction inhibition; actives 0.21% (n = 340,000); inhibition, % at 4.98 µM; CHO BLA complementation TLR9-MyD88, CCF4 FRET ratio;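 active = inhibition above the mean over all tested compounds plus 3 SD, cut at about 21% in these data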;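 also: 0% = DMSO only wells and 100% = clavulanate BLA inhibitor control wells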
LMP1 NFkB inh: Epstein-Barr LMP1 NF-kappaB reporter inhibition; LMP1-induced NF-kappaB luciferase reporter cells, luminescence; inhibition, % at 12.5 µM; actives 0.69% (n = 350,000); in the data active = inhibition above about 41%;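 also: 0% = neutral control wells and 100% = reference inhibitor control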
MC4R antagonist: blocks human MC4R cAMP signaling. P32245. MC4R-expressing cells, MTII-stimulated cAMP, LANCE TR-FRET. inhibition, % at 6.5 µM. actives 0.48% (n = 360,000);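 active = inhibition above its plate's cutoff, the mean of tested wells on that plate plus 3 SD, cut at about 29% in these data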;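 also: 0% = Melanotan II alone and 100% = Melanotan II plus saturating MCL0020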
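Material: human MC4R-expressing U2OS cells. Probe or stimulus: Melanotan II challenge. Dosing: 6.5 µM single dose. Times: 30-min compound, 1-h challenge, 1-h detection, room temperature. Technique: TR-FRET with Eu-cAMP and labeled anti-cAMP, 671 nm. Replication: singlicate.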
NR2F2 inh: inhibitors of human COUP-TFII (NR2F2). inhibition, % at 8.6 µM. actives 0.7% (n = 370,000). HEK293T NGFI-A luciferase reporter, luminescence;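 active = inhibition above a per-plate cutoff, mean inhibition of test wells between control levels plus 3 SD, cut at about 38% in these data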;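 also: cells cotransfected with COUP-TFII expression vector driving the NGFI-A reporter; 0% = median of COUP-TF2 test wells and 100% = reporter-only cells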
NR5A2 inv ag: inverse agonists of human LRH-1 (NR5A2). O00482. HEK293T StAR-luciferase reporter, LRH-1 transfected, 24 h. inhibition, % at 3.6 µM. actives 0.13% (n = 360,000);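 active = inhibition above the mean inhibition of all tested compounds plus 3 SD, cut at about 73% in these data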;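 also: 0% = DMSO wells and 100% = reporter-only cells lacking LRH-1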
The depositor's hits bear a star; . = no result given.

| entry | Structure | NCOA3 inh | SRC1 inh | ABHD5-PLIN5 inh | NOD2-RIPK2 inh | MC4R ag barr | NCOA2 inhibitor | TLR9-MyD88 block | LMP1 NFkB inh | MC4R antagonist | NR2F2 inh | NR5A2 inv ag |
| --- | --- | --- | --- | --- | --- | --- | --- | --- | --- | --- | --- | --- |
| 1 | O=C(O)c1cccc(-n2c(/C=C/c3ccc([N+](=O)[O-])cc3)nc3ccccc3c2=O)c1 | -28 | 7 | 6 | -6 | -0.9 | -2 | -11 | 1 | -2 | 15 | 7 |
| 2 | O=c1cc(NS(=O)(=O)c2ccccc2)nc(SCc2ccccc2Cl)[nH]1 | 8 | -2 | -4 | 3 | -1.6 | 0 | 3 | 9 | 14 | -5 | 5 |
| 3 | CCNC(=S)NNC(=O)CSc1nc2ccccc2[nH]1 | 18 | -7 | -1 | 1 | -0.6 | 8 | 5 | -1 | 6 | 12 | 3 |
| 4 | CCCN1CN(CCc2ccccc2)CNC1=S | 15 | 16 | 6 | 2 | 4.3 | -28 | 4 | -1 | -2 | -1 | 8 |
| 5 | Cc1onc(-c2ccccc2Cl)c1C(=O)N1CCN(C/C=C/c2ccccc2)CC1 | -13 | -1 | 4 | 1 | 0.9 | 1 | 8 | 0 | 7 | 3 | 1 |
| 6 | CN1C(=O)c2cccc3c(S(=O)(=O)N4CCCC4C(=O)O)ccc1c23 (configuration not stated) | -4 | 6 | 4 | 6 | 0.3 | 9 | -9 | 0 | -34 | 12 | 6 |
| 7 | Cc1c(NS(=O)(=O)c2cccc(C(=O)Nc3ccc(SC(F)F)cc3)c2)c(=O)n(-c2ccccc2)n1C | 12 | 5 | -5 | -1 | 0.9 | 31 | -4 | -7 | 19 | 14 | -13 |
| 8 | Cc1cccc(C(=O)NCC(=O)NC2CCC(C)CC2)c1 (configuration not stated) | -28 | -23 | -3 | 6 | -1.3 | 6 | 4 | -4 | 5 | -7 | -28 |
| 9 | O=C(Nc1ccccc1F)c1cccc(C(=O)Nc2ccccc2F)c1 | -4 | 6 | 6 | -11 | -1.4 | -26 | -9 | 2 | 7 | 8 | -4 |
| 10 | NC(=O)C1C2C=CC(C2)C1c1ccccc1 (configuration not stated) | -7 | -16 | -3 | -6 | -1.8 | -12 | 4 | -4 | 1 | -2 | -17 |
| 11 | CCN(Cc1ccccc1)c1ccc(/C=N/NC(=O)c2cccc(S(=O)(=O)N3CCOCC3)c2)cc1 | 28 | -1 | -3 | -8 | -2.6 | 5 | 7 | 17 | -7 | 9 | 58 |
| 12 | Cc1cc(C)n2nc(SCc3ccc(C#N)cc3)nc2n1 | 2 | -19 | 4 | -1 | -1.4 | -21 | -1 | -2 | -11 | -9 | -20 |
| 13 | CC(=O)N(CN1C(=O)c2ccccc2C1=O)c1ccc2c(c1)oc1ccccc12 | -1 | 9 | 8 | -4 | -0.9 | 7 | -7 | -4 | 1 | 0 | 3 |
| 14 | Cc1ccc(NC(=O)CNC(C)c2ccccc2)cc1 (configuration not stated) | -29 | -54 | -1 | 3 | -1.1 | -46 | 2 | -16 | 13 | -19 | -39 |
| 15 | CC(OC(=O)c1cccnc1SCc1cc(=O)n2ccccc2n1)c1ccccn1 (configuration not stated) | -12 | -30 | 5 | -29 | -1.4 | -6 | 9 | -5 | 1 | 4 | 14 |
| 16 | CC(C)NC(=O)N1Cc2cc(C(=O)NC3CCCC3)nc(-c3cccc(-c4cccnc4)c3)c2[C@H]1CCO | . | . | 9 | -5 | . | 5 | . | . | . | -9 | -2 |
| 17 | COc1cccc(/C=C/C(=O)c2ccc(C)c([N+](=O)[O-])c2)c1 | 11 | -38 | 56* | -11 | -2.2 | 6 | -1 | 6 | 12 | 7 | -9 |
| 18 | O=C1C(=O)N(CC(=O)N2CCCC2)c2ccccc21 | 13 | 5 | -16 | 3 | -1.6 | -32 | -3 | 1 | 3 | 0 | -1 |
| 19 | Cc1ccc(-c2sc(C)nc2CC(=O)O)cc1 | -3 | -1 | -8 | 2 | 2.2 | -7 | 7 | -1 | -6 | -4 | 10 |
| 20 | CCn1c(=O)c(=O)n(CC)c2cc(S(=O)(=O)Nc3cc(C)ccc3C)ccc21 | 18 | 5 | 1 | -7 | -1.9 | 17 | 11 | 5 | 4 | 18 | 7 |
| 21 | CCOc1ccccc1OCCCCN1CCCC1 | -4 | 9 | -1 | -8 | -0.9 | 2 | -6 | 1 | 3 | -19 | 4 |
| 22 | O=C(c1cc(Cl)ccc1O)N1CCN(S(=O)(=O)c2cccs2)CC1 | -25 | -2 | -5 | -5 | -0.5 | 10 | -6 | 4 | 10 | 10 | -9 |
| 23 | Cc1onc(-c2c(F)cccc2Cl)c1C(=O)c1ccccc1 | 6 | 0 | -5 | 6 | 0.3 | -7 | -1 | 0 | 7 | 18 | 37 |
| 24 | O=C(CN(C(=O)CCC(=O)Nc1nccs1)c1ccccc1F)NCCc1ccccc1 | 5 | 2 | 1 | -4 | -3.6 | -17 | -3 | 2 | 7 | -4 | -2 |
| 25 | NC(=O)CC(NC(=O)c1ccccc1)c1ccc(NCc2ccc(F)c(F)c2)c([N+](=O)[O-])c1 (configuration not stated) | -14 | -65 | 5 | 3 | -1.2 | -4 | 5 | -2 | 4 | 1 | -12 |
| 26 | Cc1ccc(NC(=O)C2C3C=CC4(CN(Cc5cccnc5)C(=O)C24)O3)cc1F (configuration not stated) | 6 | 3 | 2 | -15 | 0.2 | -19 | -3 | -5 | 8 | -4 | -4 |
| 27 | CCOc1ccccc1NS(=O)(=O)c1cn(C)nc1C | 8 | -1 | 0 | -14 | -1.8 | -20 | 7 | 0 | 8 | -6 | 1 |
| 28 | COC(=O)c1cc(-c2c(C)oc3cc(OC(C)C)ccc3c2=O)c(C)o1 | -1 | 8 | -4 | 10 | 2.5 | -11 | 1 | 5 | 23 | 1 | -54 |
| 29 | CC1CN(C(=O)COC(=O)Cc2ccc(Cl)cc2)CC(C)O1 (configuration not stated) | 0 | -5 | 3 | 5 | 1.3 | -15 | -4 | 4 | 18 | 9 | -2 |
| 30 | CCC(=O)N(c1nnc(SCC(=O)Nc2sccc2C(N)=O)s1)C1CC1 | 10 | 16 | 4 | 3 | -2.5 | 4 | 1 | -5 | 4 | 15 | -32 |
| 31 | C[C@H]1CN([C@@H](C)CO)C(=O)Cc2cc(NS(=O)(=O)c3ccc(Cl)cc3)ccc2O[C@@H]1CN(C)C(=O)Nc1cccc2ccccc12 | -18 | -14 | 10 | -16 | -1.9 | -11 | 2 | -2 | 9 | 8 | -2 |
| 32 | Cc1cc(S(=O)(=O)ON2C(=O)c3ccccc3C2=O)ccc1F | -21 | 4 | -8 | -8 | -2.6 | -12 | 0 | 2 | 2 | 14 | 3 |
| 33 | c1ccc(C(=NNc2nc3ccccc3s2)c2ccccn2)cc1 | -10 | 11 | 4 | 1 | -1.6 | 0 | -3 | 79* | 7 | 29 | 39 |
| 34 | Cc1ccc(C(=O)C=Cc2ccc3c(c2)OCO3)c(C)c1 | -35 | -32 | 15 | -12 | 1.0 | -28 | -10 | -4 | -4 | -4 | -17 |
| 35 | CCCN(CC(=O)Nc1ccccc1C)CC(=O)Nc1ccc(Br)cc1F | 7 | -2 | 0 | -2 | 1.6 | 20 | -10 | 0 | 29* | 11 | 54 |
| 36 | O=C(NCCc1ccccc1C(F)(F)F)C1CCC(=O)N(CCCN2CCCC2=O)C1 (configuration not stated) | -14 | -1 | -2 | -3 | -0.7 | 15 | -4 | 6 | 1 | -35 | 5 |
| 37 | CC(OC(=O)c1ccc(Cl)c(S(=O)(=O)N2CCOCC2)c1)C(=O)NC1CCCCC1C (configuration not stated) | -7 | -17 | 12 | 3 | -2.4 | 23 | 3 | -4 | 7 | 2 | -2 |
| 38 | Cc1ccc(-c2nc(CS(=O)(=O)CC(=O)NC3CCC(C)CC3)c(C)o2)cc1 (configuration not stated) | 20 | -11 | -3 | -2 | -0.5 | 21 | -44 | -6 | 2 | 2 | 13 |
| 39 | Cc1c(NC(=S)Nc2ccccc2C(F)(F)F)cccc1[N+](=O)[O-] | -5 | 16 | -5 | 1 | 0.5 | 0 | -4 | 5 | 0 | 10 | 21 |
| 40 | CCOc1ccccc1O[C@H](c1ccccc1)[C@H]1CNCCO1 | 57 | 70* | -2 | -8 | 0.6 | 15 | -9 | -5 | 5 | -8 | 53 |
| 41 | CC(=O)Nc1ccc(N2CCC(C)CC2)c([N+](=O)[O-])c1 | -6 | -19 | -3 | -7 | 0.7 | -9 | -5 | 0 | -1 | -2 | -23 |
| 42 | CCN(CC(=O)N1CCOCC1)S(=O)(=O)c1ccc2ccccc2c1 | 2 | -1 | -2 | -4 | -1.3 | -19 | 1 | -15 | 4 | 3 | -2 |
| 43 | CCOC(=O)c1cc2sccc2n1CC(=O)N1CCc2ccccc21 | 67* | 39 | 8 | -8 | 1.5 | -3 | 21 | -11 | 2 | -8 | 0 |
| 44 | COc1ccc(C)cc1S(=O)(=O)Nc1cc2c3c(c1)CC(=O)N3CCC2 | -11 | 4 | 3 | 1 | -0.7 | -3 | -11 | 9 | 6 | 1 | 22 |
| 45 | CCOc1ccc(N2C(=O)Nc3ccc(Br)cc3C2(O)C(=O)NC(C)C)cc1 (configuration not stated) | -8 | 9 | 2 | 5 | 0.4 | 8 | -10 | 0 | 12 | 3 | 2 |
| 46 | Cc1cc(Cl)c(S(=O)(=O)N2CCN(c3cccc(C)c3C)CC2)cc1OCC(N)=O | -14 | -16 | 2 | -1 | 14* | 8 | -7 | -6 | 13 | -13 | -11 |
| 47 | O=C(NCc1cccc(F)c1)c1cccc2c1C(=O)c1ccc(N3CCCC3)cc1S2(=O)=O | -5 | -19 | 7 | 21 | -1.1 | . | 13 | -10 | 14 | . | 12 |
| 48 | Cc1ccsc1C(=O)NCCC(c1ccccc1)c1ccccc1 | 7 | -1 | -1 | 6 | -0.9 | -7 | 2 | -9 | -3 | 7 | -3 |
| 49 | COC(=O)CCCNc1ncccc1[N+](=O)[O-] | 5 | -14 | 4 | -1 | -1.1 | -27 | 1 | -1 | 0 | -20 | -6 |
| 50 | COc1cccc(/C=N/NC(=O)C(=O)NCc2ccco2)c1OC | -1 | -8 | 3 | -3 | 0.3 | -7 | -4 | -6 | 11 | -12 | 3 |
| 51 | CCSc1nnc(NC(=O)COc2cccc3ccccc23)s1 | 15 | -2 | -2 | -6 | -0.7 | -16 | -6 | -1 | 5 | 3 | 21 |
| 52 | CC(C)Sc1ncnc2c1oc1ccccc12 | -16 | -7 | 3 | -9 | -0.1 | -11 | 2 | -17 | 3 | -10 | -1 |
| 53 | CC1CN(C(=O)c2ccc(OC3CCN(Cc4ccccn4)CC3)cc2)CCN1C (configuration not stated) | -4 | -10 | -5 | -3 | -0.9 | -6 | 0 | -1 | -5 | 8 | 6 |
| 54 | CC(=O)c1c(C)nc(Nc2nc(C)c3cc(C)ccc3n2)nc1C | 7 | -1 | 5 | 0 | -0.6 | -11 | 2 | -8 | -6 | -31 | -1 |

An excerpt (hit frequency here may not be typical).
